GAA glycogen = GAA glycogen-cleavage inhibition or activation; hit rate 0.38% among 300,000; Potency, µM (top dose mostly 76.4 µM), without a hit: at the top dose activity change, negative = inhibition, usual class: inhibitors; P10253; recombinant GAA, glycogen substrate, Amplex Red glucose oxidase fluorescence;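 further: 0% = full enzyme reaction and -100% = no-enzyme basal signal; the screen sought inhibitors and activators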
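qHTS, 1536-well; enzyme 4 nM final; cpd up to 77 uM; substrate bovine liver glycogen 30 ug; 50 mM citrate/phosphate pH 5.0, 0.01% Tween-20; 37 C, 40 min; Amplex Red detection 45 min RT; Hill fit → AC50.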
GoLoco inh red = RGS12 GoLoco-Gai1 interaction inhibition; Gai1:RGS12 GoLoco peptide FP, rhodamine, 10 min; Potency, µM (highest dose often 61.6 µM), for inactives: at the top dose activity, negative = inhibition, actives largely listed as inhibitors; P63096; hit rate 0.44% among 230,000; active means well fitted inhibition curve with a large enough effect, not every such curve was filed as active; inactive means no such curve, though single readings can be large or run the other way; further: nearly all actives have a fitted effect of over 30% in size; many of its hits are not listed in these tables
Target sequence (P63096 whole entry, looked up): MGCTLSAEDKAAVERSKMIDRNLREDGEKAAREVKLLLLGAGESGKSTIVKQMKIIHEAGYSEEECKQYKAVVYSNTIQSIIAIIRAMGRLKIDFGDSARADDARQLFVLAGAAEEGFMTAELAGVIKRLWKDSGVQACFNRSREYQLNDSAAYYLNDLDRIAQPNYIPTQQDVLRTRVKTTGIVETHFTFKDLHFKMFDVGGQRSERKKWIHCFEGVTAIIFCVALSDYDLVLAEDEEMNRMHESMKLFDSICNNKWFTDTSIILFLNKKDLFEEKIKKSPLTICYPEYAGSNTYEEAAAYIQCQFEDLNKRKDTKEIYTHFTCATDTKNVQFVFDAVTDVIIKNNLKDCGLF
GAA inhib = inhibitors of human lysosomal alpha-glucosidase. AID 1466. P10253. hit rate 0.005% among 200,000. Potency, µM (highest dose often 76.9 µM), without a hit: top-dose activity change, negative = inhibition, actives largely listed as inhibitors. purified human GAA, 4-MU-alpha-glucoside fluorescence;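 further: plate controls were uninhibited enzyme wells for no effect and no-enzyme background for full effect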
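Human enzyme at 4 nM with 400 uM 4-methylumbelliferyl-alpha-D-pyranoside, citrate/phosphate buffer pH 5.0, 0.005% Tween-20, 20 min at room temperature. Compounds up to 77 uM. 4-MU fluorescence (Ex 365/Em 440) read after NaOH/glycine stop; AC50 from Hill fit.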
RECQ1 inh = RECQ1 (human) helicase inhibition | P46063 | RECQ1 DNA unwinding, red fluorescence kinetic read | Potency, µM (highest dose often 57.3 µM), without a hit: top-dose activity, negative = inhibition, actives largely listed as inhibitors | hit rate 0.54% among 240,000;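 further: plate controls were vehicle for no effect and no enzyme for full effect; nearly all actives have a fitted effect of over 30% in size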
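50 nM RECQ1T1 preincubated 15 min with compound in Tris pH 8.0 buffer with MgCl2, DTT, Tween-20 and 2.5 ug/ml poly(dI-dC); started with 200 nM TAMRA/BHQ-2 forked duplex and 2 mM ATP. Unwinding read as fluorescence (525/598 nm), two reads 2 h apart.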
TRb SRC2 PPI = TRbeta-SRC2 interaction inhibition. AID 1469. TRbeta-SRC2 peptide binding, fluorescence polarization; receptor liganded with 1 µM T3. Potency, µM (series often up to 106 µM), for the others: top-dose activity change, negative = inhibition, hits mostly inhibitors. hit rate 0.065% among 280,000;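 further: plate controls were bound peptide for no effect and peptide without receptor for full effect; nearly all actives have a fitted effect of over 50% in size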
Target sequence (P10828 whole entry, looked up): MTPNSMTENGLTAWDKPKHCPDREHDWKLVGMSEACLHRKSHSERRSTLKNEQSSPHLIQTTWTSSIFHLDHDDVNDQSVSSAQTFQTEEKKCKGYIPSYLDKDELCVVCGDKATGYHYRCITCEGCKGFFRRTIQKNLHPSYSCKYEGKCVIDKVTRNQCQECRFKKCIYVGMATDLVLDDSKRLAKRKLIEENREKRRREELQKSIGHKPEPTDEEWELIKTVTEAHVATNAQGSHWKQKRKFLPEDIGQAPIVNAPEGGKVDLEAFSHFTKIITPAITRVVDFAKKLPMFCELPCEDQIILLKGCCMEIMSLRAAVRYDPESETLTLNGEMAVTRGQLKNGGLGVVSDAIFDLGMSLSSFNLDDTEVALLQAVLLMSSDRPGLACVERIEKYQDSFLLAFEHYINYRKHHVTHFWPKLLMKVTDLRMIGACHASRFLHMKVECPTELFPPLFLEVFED
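Human TRb ligand-binding domain (0.6 uM) is mixed with 20 nM Texas Red SRC2 peptide and 1 uM T3; after compound addition and 5 hr at ambient temperature, polarization is measured and normalized to unbound and bound controls.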
TR SRC2 fluor cs = alters Texas Red total fluorescence, flagging assay interference | TRb/SRC2 Texas Red total fluorescence interference | Potency, µM (doses to about 106 µM), without a hit: at the highest dose fluorescence change, negative = quenching | hit rate 0.29% among 280,000 | AID 1479; active means well fitted curve in either direction with a large enough effect; inconclusive means small, poorly fitted or top-dose-only effect
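Human TRβ ligand-binding domain (0.6 uM) and Texas Red SRC2 peptide (20 nM) in Tris buffer with 1 uM T3 and 5% DMSO were incubated with pinned compound for 5 hr at ambient temperature. Total fluorescence was computed as S + 2P (555/632 nm).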
L3MBTL1 inh = blocks human L3MBTL1 | Q9Y468 | AlphaScreen L3MBTL1–H3K9me1 peptide binding | Potency, µM (doses to about 57.1 µM), for inactives: top-dose activity, negative = inhibition, hits mostly inhibitors | hit rate 0.66% among 230,000 | AID 485360; further: nearly all actives have a fitted effect of over 60% in size
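AlphaScreen assay: L3MBTL1 (50 nM final) was preincubated 30 min at room temperature with biotinylated H3(1-15)K9me1 peptide (75 nM final), then 30 min with library compounds; streptavidin donor and nickel chelate acceptor beads (10 ug/mL final) added, 30 min dark.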
GAA spleen mod = lysosomal alpha-glucosidase (human) modulation; P10253; human spleen homogenate, 4-MU-alpha-glucoside fluorescence; Potency, µM (doses to about 79.9 µM), without a hit: at the highest dose activity change, negative = inhibition, usual class: inhibitors; hit rate 0.006% among 240,000;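 further: 0% = enzyme with vehicle and -100% = no enzyme basal signal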
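Enzyme source: human spleen homogenate, 1 ug/well. Buffer 50 mM citric acid/K phosphate pH 5.0, 0.01% Tween-20. 4-MU-alpha-glucoside 1 mM; 37 C x 40 min; NaOH/glycine stop; fluorescence.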
An asterisk follows results filed as active; i = inactive; ? = inconclusive; · = not tested or not shown; [ ] = another dose, or the depositor's remark. Unless noted, the call rests on the fitted dose curve; in most records, active means well fitted curve in the direction sought with a large enough effect; inconclusive means small, poorly fitted or top-dose-only effect, or another doubt; inactive means no such curve, though single readings can be large; an effect the other way counts as inactive or inconclusive. Unless noted, on the % scale 0 is the no-effect control and ±100 the full control effect; potency means the concentration at half of the fitted maximal effect.

SMILES	GAA glycogen	GoLoco inh red	GAA inhib	RECQ1 inh	TRb SRC2 PPI	TR SRC2 fluor cs	L3MBTL1 inh	GAA spleen mod
OCC1(Cc2ccc(Cl)cc2)CCN(Cc2ccc3nsnc3c2)CC1	-0.8%	16.3%	-13.2%	1.9%	6.8%	-1.6%	-13.1%	-5.4%
CCC(C)(C(=O)NC1CCCC1)N(C(=O)c1ccccn1)c1ccccc1 (stereo unspecified)	-3.1%	1.3%	0.9%	10.7%	-1.4%	2.6%	1.0%	-20.3%
COc1ccc(Cl)cc1NC(=S)NCCO	9.6%	8.9%	12.5%	12.1%	6.1%[53 µM]	-3.1%[53 µM]	4.1%	3.6%
CS(=O)(=O)N1CCN(c2ccccc2NC(=O)c2cccs2)CC1	-5.7%	12.1%	-5.2%	2.7%	-5.9%	0.7%	·	-17.8%
Cc1ccc(Sc2cnn(-c3ccccc3)c(=O)c2Cl)cc1	-11.0%	5.6%	-6.5%	-1.7%	1.8%	-2.0%	6.0%	-1.6%
CCn1c(=Nc2ccc(N3CCOCC3)cc2)ccc2ccccc21	9.4%	0.2%	-1.5%	-2.4%	-0.1%	-0.7%	-2.9%[11.4 µM]	0.2%
COc1ccc(-c2cc(N3CCCC3)n3ncnc3n2)cc1	1.3%	9.5%	-0.6%	-14.1%	-4.0%	-4.1%	-7.1%[11.4 µM]	-17.8%
O=c1[nH]c(SCCOc2ccccc2)nc2ccccc12	-5.2%	1.3%	-3.0%	i	3.2%	0.8%	·	2.3%
CCOc1ccc(NC(=O)CSc2nnc(Cc3cccn3C)n2-c2ccc(F)cc2)cc1	-5.4%	-3.9%	1.3%	-6.8%	3.5%	-1.6%	?	0.3%
CC(C#CCN1CCCCC1)OCCOCc1ccccc1 (stereo unspecified)	2.5%	9.0%	-9.2%	-1.0%	-7.2%	-2.6%	9.5%	5.8%
Cc1nc(N)sc1N=Nc1c(C)n(C)n(-c2ccccc2)c1=O	?	-6.4%	·	22.7%	4.8%	-1.3%	·	-12.7%
O=C(CSC1=NCCS1)Nc1nc(-c2ccccc2)cs1	3.5%	9.1%	1.4%	i	-5.5%	-4.1%	-2.3%	1.7%
CCOc1cc2[nH]c(=S)n(CC3CCCN3CC)c(=O)c2cc1OCC (stereo unspecified)	-5.1%	-1.1%	-5.1%	4.8%	-11.1%	-1.8%	-3.4%[11.4 µM]	-21.2%
CCOc1ccc(OCC)c(Nc2cc(C)nc3ncnn23)c1	2.8%	6.7%	4.5%	-14.6%	-15.2%	0.6%	2.1%	3.6%
CCOC(=O)N1N=C(c2ccc(OC)cc2)CC1(O)C(F)(F)F (stereo unspecified)	-9.8%	-6.9%	-11.1%	2.2%	3.1%	-1.2%	-2.2%	0.6%
Cc1cc(N2CCCC2)ccc1/C=C1\NC(=S)N(C)C1=O	-14.5%	234.0%[activator]	-10.4%	-21.4%	-9.0%	4.2%	?	9.9%
Cc1ccc(CSC2=Nc3ccccc3C3=NC(=O)CN23)cc1	?	0.8%	4.8%	-18.9%	8.1%	7.1%	-7.2%	3.9%
OCCNc1nc(SCc2ccccc2)nc2sc3c(c12)CCC3	-6.8%	10.0%	-10.2%	-9.3%	4.7%	-2.5%	-10.3%	-3.2%
Cc1cc(N2CCOCC2)nc2ccc(NC(=S)N3CCN(Cc4ccccc4)CC3)cc12	?	-6.7%	8.2%	i	-9.7%	0.9%	·	4.4%
CC(C)CCc1c(O)nc(SCC(C)C)[nH]c1=O	6.5%	7.0%	-1.3%	i	8.4%[53 µM]	0.2%[53 µM]	-10.6%	1.5%

Record cards, as listed above. Order of values: GAA glycogen	GoLoco inh red	GAA inhib	RECQ1 inh	TRb SRC2 PPI	TR SRC2 fluor cs	L3MBTL1 inh	GAA spleen mod
CCOc1ccc(NC(=O)CSc2nnc(Cc3cccn3C)n2-c2ccc(F)cc2)cc1 across the screens: -5.4%	-3.9%	1.3%	-6.8%	3.5%	-1.6%	?	0.3%
COc1ccc(-c2cc(N3CCCC3)n3ncnc3n2)cc1 across the screens: 1.3%	9.5%	-0.6%	-14.1%	-4.0%	-4.1%	-7.1%[11.4 µM]	-17.8%
Cc1cc(N2CCCC2)ccc1/C=C1\NC(=S)N(C)C1=O across the screens: -14.5%	234.0%[activator]	-10.4%	-21.4%	-9.0%	4.2%	?	9.9%

Continued.
SMILES	GAA glycogen	GoLoco inh red	GAA inhib	RECQ1 inh	TRb SRC2 PPI	TR SRC2 fluor cs	L3MBTL1 inh	GAA spleen mod
CCC1=Nc2cc(C(=O)NCc3ccco3)ccc2Sc2ccc(C)cc21	-4.3%	-2.7%	0.2%	-12.2%	1.6%	0.4%	-1.6%	-4.2%
C=CCn1c(SCC(=O)c2ccc(Cl)cc2)nnc1-c1ccc2c(c1)OCO2	-1.6%	-7.7%	-12.8%	-0.4%	2.1%	-3.5%	-8.2%	0.2%
COc1cc(NC(=O)C2CCN(S(=O)(=O)c3ccc(Cl)cc3)CC2)ccc1-n1cnnn1	-0.2%	0.0%	-4.9%	-2.1%	-0.2%	-7.6%	·	-11.0%
COc1ccc(C(=O)N/N=C/c2ccc(OC)c(CN3CCc4cc(OC)c(OC)cc4C3C)c2)cc1 (stereo unspecified)	-5.2%	1.6%	-10.7%	7.2%	0.9%	1.1%	·	-4.0%
CC(C)(C)NC(=O)Cn1c(SCC(=O)NC2CCCCC2)nc2ccccc21	-8.4%	2.9%	?	-11.1%	-15.8%	-0.9%	1.1%	-19.6%
CC(/C=N/Nc1nc(C)cc(=O)[nH]1)=C\c1ccccc1	-0.2%	8.9%	-5.4%	-5.9%	1.0%	-0.8%	·	-1.2%
COc1ccccc1C1Nc2cccc3cccc(c23)N1	15.7µM*	15.0%	-3.3%	i	-5.7%	-7.8%	·	0.1%
COC(=O)c1cc(S(=O)(=O)N2CCOCC2)ccc1Sc1ccccc1N	-9.6%	8.6%	?	i	-26.0%	1.7%	-0.9%	-22.8%
Cc1ccc(C(=O)NC(c2ccccc2)C(Cl)Cl)cc1 (stereo unspecified)	12.0%	-12.9%	-0.6%	-4.4%	-10.4%	1.1%	8.4%	-5.8%
CC(=O)Oc1ccc(N(c2ccccc2)S(=O)(=O)c2ccc(C)cc2)cc1	-16.7%	3.2%	-1.3%	i	-2.8%	-3.6%	·	0.7%
CNC(=S)N(Cc1ccc(OC)cc1)Cc1cc2cccc(C)c2[nH]c1=O	3.1%	10.1%	11.4%	0.0%	2.0%	-2.1%	-6.1%	-5.0%
CCn1c(CNc2ccccc2Cl)nnc1SCC(=O)NCc1ccccc1	-0.7%	·	-7.3%	i	-2.7%	-3.9%	-5.3%	-1.6%
COC(=O)Cc1ccc(NC(=S)N2CCN(c3ccc(F)cc3)CC2)cc1	11.3%	-4.8%	-10.9%	-0.7%	-3.2%	-0.2%	-6.6%	-4.3%
Cc1cc(C)nc(SCCn2c(N3CCCCC3)nc3c2c(=O)n(C)c(=O)n3C)n1	0.0%	0.6%	1.8%	0.9%	6.2%	-0.3%	·	-18.0%
Cc1cccc(N2CCN(Cc3nc(C4CC4)no3)CC2)n1	-0.4%	1.3%	·	-5.6%	4.6%	-1.4%	1.4%	10.5%
CCOC(=O)N1CCC(NC(=O)c2ccc(CS(=O)(=O)c3c(Cl)cccc3Cl)o2)CC1	-4.4%	-6.2%	0.0%	i	-7.7%	0.6%	-3.4%	-3.5%
CCc1ccc2oc(=O)cc(CN(C)Cc3ccccc3)c2c1	-5.8%	10.4%	-3.4%	-20.8%	-11.4%	2.5%	·	-2.4%
O=C(NCCc1cn2ccccc2n1)C1CCCCC1	-0.4%	3.9%	1.3%	-3.1%	-6.7%	-0.8%	4.2%	0.7%
Cc1ccc(C(=O)Cn2nc(C)c([N+](=O)[O-])c2C)c(C)c1	-0.8%	9.8%	-8.4%	1.4%	8.3%	-3.3%	1.5%	-11.6%
O=C(Nc1ccc(Cl)cc1)OCc1cc(-c2ccccc2Cl)on1	8.1%	4.5%	-0.4%	3.3%	0.1%	0.7%	-4.6%	-4.0%
COc1ccc(S(=O)(=O)NCCSCc2cccc(C)c2)cc1Br	-8.0%	14.2%	-2.8%	-12.0%	1.5%	-4.0%	16.8%	-0.9%
COc1cc(OC)c(C(=O)COc2ncnc3ccccc23)c(OC)c1	9.1%	-2.2%	-1.0%	i	-0.1%	-0.1%	6.5%	-7.2%
CCOc1ccc(NS(=O)(=O)c2cc(C)c(C)cc2C)cc1	12.2%	-6.2%	·	i	-8.1%	-3.5%	-6.6%	-12.1%
O=C(O)[C@H]1CN(C/C=C/P(=O)(O)O)CCN1	·	1.3%	·	-0.3%	2.1%	-0.9%	·	1.4%
Nc1cc(-c2nc3ncccc3o2)ccc1Cl	-0.1%	32.2%[activator]	-5.1%	6.3%	-8.6%	-2.3%	3.9%[11.4 µM]	-3.3%
CN1CCc2cc(O)c(O)cc2C(c2ccccc2)C1 (stereo unspecified)	·	4.0%	·	i	-2.4%	-1.9%	1.6%	10.5%
CCOC(=O)C1CCN(C(=O)CCc2c(C)nc3c(-c4ccc(F)cc4)c(C)nn3c2C)CC1	-17.2%	5.1%	5.5%	-2.8%	-8.4%	-2.0%	·	6.9%
Cc1cccc(CSCCNC(=O)c2ccc(N(C)S(=O)(=O)c3ccccc3)cc2)c1	-6.2%	5.9%	-4.5%	-11.5%	-10.0%	-3.9%	-0.1%	-1.7%

Results in GAA glycogen, for some of the entries so far:
| SMILES | GAA glycogen |
| --- | --- |
| COc1ccc(-c2cc(N3CCCC3)n3ncnc3n2)cc1 | 1.3% |
| O=c1[nH]c(SCCOc2ccccc2)nc2ccccc12 | -5.2% |

Bioassay records: PubChem, National Center for Advancing Translational Sciences (NCATS)

Only part of the results is shown, so the mix of outcomes need not match the whole.
